Compound activity (PubChem BioAssay)
ASAP1 GAP inh: inhibitors of human ASAP1 ArfGAP activity | Q9ULH1 | ASAP1-stimulated ARF1 GTP hydrolysis, GDP FP detection | inhibition, % at 16.5 µM | hit rate 0.19% among 360,000 | AID 624377; in the data active = inhibition above about 25%;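 also: 0% = vehicle with enzyme and substrate and 100% = no enzyme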
SMARCA2 activ: activators of SMARCA2 function | activation, % at 9.1 µM | MG213 cells, MMTV-luciferase reporter, dexamethasone, overnight | hit rate 1% among 370,000 | AID 652017; in the data active = activation above about 7.8%;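 also: 0% = vehicle wells and 100% = reference activator wells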
mABHD4 FP: inhibitors of mouse ABHD4; Q8VD66; purified mABHD4, FP-Rh probe fluorescence polarization; inhibition, % at 8.92 µM; hit rate 0.54% among 370,000;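 active = inhibition exceeding the mean over every tested compound plus 3 SD, cut at about 30% in these data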;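 also: 0% = plate median of compound wells and 100% = S159A mutant with DMSO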
Target sequence (Q8VD66 whole entry, looked up): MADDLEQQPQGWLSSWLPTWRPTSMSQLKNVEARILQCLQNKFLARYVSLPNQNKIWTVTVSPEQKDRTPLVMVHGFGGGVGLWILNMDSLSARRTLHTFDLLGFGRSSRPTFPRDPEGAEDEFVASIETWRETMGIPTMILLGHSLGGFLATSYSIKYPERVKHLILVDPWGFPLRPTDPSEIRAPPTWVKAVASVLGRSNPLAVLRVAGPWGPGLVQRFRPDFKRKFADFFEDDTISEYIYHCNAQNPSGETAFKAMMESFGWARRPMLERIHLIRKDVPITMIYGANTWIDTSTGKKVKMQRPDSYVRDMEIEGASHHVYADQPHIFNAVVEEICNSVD
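Doses – 8.92 µM, single dose · Material – wild-type mouse ABHD4 protein · Replication – single well per compound (singlicate) · Measure – percent inhibition of probe binding, normalized to plate controls · Schedule – 45 min compound pre-incubation plus 60 min probe step, 25 °C · Detection – fluorescence polarization with parallel and perpendicular emission, 525/598 nm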
NPR2 activator: GC-B (human) receptor activation. activation, % at 10 µM. P20594. HEK293-GC-B cells, CNP EC30, cGMP TR-FRET; 0% at EC30 CNP, 100% saturating CNP. AID 1920062. hit rate 0.11% among 370,000;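 active = activation at 10 µM reaching about 35% in either raw or pattern-adjusted values, limit read from the data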
rCAG RNA binder: r(CAG) repeat RNA binding. hit rate 1.3% among 370,000. AID 651821. TO-PRO-1 dye displacement fluorescence. inhibition, % at 3 µM;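 active = inhibition above the plate cutoff, the mean of all test compounds on that plate plus 3 SD, cut at about 35% in these data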;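 also: 0% = DMSO alone and 100% = 100 µM mitoxantrone as full dye displacement; higher means more dye released from RNA so lower well fluorescence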
PG9 Ab binder: PG9 antibody binding by small molecule; TR-FRET gp120-PG9 antibody binding; inhibition, % at 6.7 µM; hit rate 0.43% among 360,000; in the data active = inhibition above about 8.5%
Rev-erbA mod: Rev-erb alpha (human) modulation. P20393. Rev-erbα–FITC-DNA binding, fluorescence polarization, 90 min. activity, % at 10 µM. hit rate 0.79% among 370,000;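 active = activity above about 14%, limit read from the data; passing the limit was not always enough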;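 also: 0% = DMSO wells with 35 nM protein and 100% = DMSO wells with 750 nM protein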
HTRA1 inh: blocks human HTRA1 serine peptidase. Q92743. recombinant HTRA1, FP-rhodamine activity-based probe, fluorescence polarization. inhibition, % at 5.96 µM. hit rate 0.5% among 340,000; in the data active = inhibition above about 36%;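 also: 0% = enzyme with DMSO and 100% = wells lacking enzyme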
Target sequence (Q92743 whole entry, looked up): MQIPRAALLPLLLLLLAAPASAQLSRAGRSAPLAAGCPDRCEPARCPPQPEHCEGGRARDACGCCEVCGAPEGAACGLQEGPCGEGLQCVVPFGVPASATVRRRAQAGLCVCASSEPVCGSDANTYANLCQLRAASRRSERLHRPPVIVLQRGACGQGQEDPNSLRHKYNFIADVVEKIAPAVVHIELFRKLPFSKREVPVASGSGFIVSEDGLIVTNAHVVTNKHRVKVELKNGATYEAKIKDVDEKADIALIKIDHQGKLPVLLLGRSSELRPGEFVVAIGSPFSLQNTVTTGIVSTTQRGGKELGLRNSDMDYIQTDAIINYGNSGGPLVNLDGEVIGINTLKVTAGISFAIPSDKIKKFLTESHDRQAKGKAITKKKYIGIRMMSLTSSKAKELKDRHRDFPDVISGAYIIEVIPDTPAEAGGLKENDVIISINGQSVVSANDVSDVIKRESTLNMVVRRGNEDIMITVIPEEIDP
GC-A act: GC-A (human) enzyme activation; P16066; HEK293 GC-A cells, cGMP TR-FRET, EC30 ANP; 0% at EC30 ANP, 100% saturating ANP; activation, % at 10 µM; hit rate 0.14% among 370,000; AID 1671463; in the data active = activation above about 40%
ARFGAP1 inh: inhibits rat ARF GTPase activating protein 1; Q62848; Arfgap1-stimulated ARF1 GTP hydrolysis, GDP FP detection; inhibition, % at 16.5 µM; hit rate 0.26% among 360,000;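 active = inhibition above a per-plate limit, mean inhibition of low control wells plus 3 SD, cut at about 25% in these data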;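 also: 0% = DMSO wells with enzyme and 100% = wells lacking Arfgap1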
Target sequence (Q62848 1-136 limits assumed): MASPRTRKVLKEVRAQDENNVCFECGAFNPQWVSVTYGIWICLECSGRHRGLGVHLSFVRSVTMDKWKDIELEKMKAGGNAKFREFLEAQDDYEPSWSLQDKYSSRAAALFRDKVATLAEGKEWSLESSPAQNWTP
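System: truncated rat Arfgap1 GAP domain / Medium: HEPES-based buffer, pH 7.5 / Also added: N-terminally truncated human ARF1-GTP substrate / Incubation: enzyme reaction 120 min at 25 °C after 20 min preincubation / Measured by: FP of antibody-bound GDP Alexa 633 tracer, ex 620/em 688 nm / Replicates: singlicate, each compound tested once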
The depositor's hits bear a star.

How did O=C(c1cnn(-c2ccc(Cl)cc2)c1)c1ccccc1O do in these assays?
ASAP1 GAP inh: 3; SMARCA2 activ: 7; mABHD4 FP: -8; NPR2 activator: -2; rCAG RNA binder: 2; PG9 Ab binder: -0.1; Rev-erbA mod: -1; HTRA1 inh: -23; GC-A act: 28; ARFGAP1 inh: 10

How did COc1ccc(C(=O)OCC(=O)c2ccc3[nH]c(=O)[nH]c3c2)c(OC)c1OC do in these assays?
ASAP1 GAP inh: 4; SMARCA2 activ: -1; mABHD4 FP: -3; NPR2 activator: -1; rCAG RNA binder: 3; PG9 Ab binder: 0.0; Rev-erbA mod: 5; HTRA1 inh: 1; GC-A act: 3; ARFGAP1 inh: 10

How did Cc1cccc(C)c1OCc1nnc(NC(=O)CSc2ccc(Cl)cc2)s1 do in these assays?
ASAP1 GAP inh: -2; SMARCA2 activ: 1; mABHD4 FP: -1; NPR2 activator: -3; rCAG RNA binder: 6; PG9 Ab binder: -4.3; Rev-erbA mod: -1; HTRA1 inh: 3; GC-A act: -2; ARFGAP1 inh: -5

Results for O=C1CCCCC1Nc1ccc(Cl)cc1 (centres undefined) ?
ASAP1 GAP inh: -2; SMARCA2 activ: 1; mABHD4 FP: 5; NPR2 activator: 1; rCAG RNA binder: 0; PG9 Ab binder: -1.7; Rev-erbA mod: 4; HTRA1 inh: 1; GC-A act: 3; ARFGAP1 inh: -4

Results for COc1cccc(NS(=O)(=O)c2c(C(=O)N3CCCCCC3)c(C)n(C)c2C)c1 ?
ASAP1 GAP inh: -7; SMARCA2 activ: 6; mABHD4 FP: -11; NPR2 activator: 1; rCAG RNA binder: -3; PG9 Ab binder: -1.1; Rev-erbA mod: 2; HTRA1 inh: 6; GC-A act: -2; ARFGAP1 inh: 0

What do the screens show for `CCn1cc(C(=O)OCC(=O)Nc2cccc(C)c2)c(=O)c2ccc(C)nc21`?
ASAP1 GAP inh: 1; SMARCA2 activ: -2; mABHD4 FP: 5; NPR2 activator: -4; rCAG RNA binder: 0; PG9 Ab binder: -0.4; Rev-erbA mod: -1; HTRA1 inh: -1; GC-A act: 4; ARFGAP1 inh: 8

What do the screens show for `CC(=O)N(C(C)=O)c1nc(-c2ccccc2)cn1/N=C/c1cccc([N+](=O)[O-])c1`?
ASAP1 GAP inh: 7; SMARCA2 activ: 0; mABHD4 FP: 4; NPR2 activator: -5; rCAG RNA binder: -1; PG9 Ab binder: 0.3; Rev-erbA mod: 0; HTRA1 inh: -2; GC-A act: -1; ARFGAP1 inh: 1

How did C=CCn1c(SCC(N)=O)nnc1-c1cccc(Br)c1 do in these assays?
ASAP1 GAP inh: 9; SMARCA2 activ: -1; mABHD4 FP: 4; NPR2 activator: -6; rCAG RNA binder: 1; PG9 Ab binder: -2.0; Rev-erbA mod: -4; HTRA1 inh: 2; GC-A act: -3; ARFGAP1 inh: 9

What do the screens show for `O=C(C[n+]1cccc2ccccc21)c1ccccc1`?
ASAP1 GAP inh: -9; SMARCA2 activ: 3; mABHD4 FP: 5; NPR2 activator: 3; rCAG RNA binder: 1; PG9 Ab binder: 1.1; Rev-erbA mod: -2; HTRA1 inh: 3; GC-A act: -2; ARFGAP1 inh: -2

What do the screens show for `O=C(/C=C/c1cn(CC(O)CN2CCCCCC2)c2ccccc12)c1cccs1` (centres undefined)?
ASAP1 GAP inh: 5; SMARCA2 activ: 1; mABHD4 FP: 2; NPR2 activator: -12; rCAG RNA binder: 3; PG9 Ab binder: -4.8; Rev-erbA mod: 14; HTRA1 inh: -20; GC-A act: -15; ARFGAP1 inh: 9

How did CCNc1c(NC(=O)C2CCC(C)CC2)c(=O)oc2ccccc12 (centres undefined) do in these assays?
ASAP1 GAP inh: 2; SMARCA2 activ: -3; mABHD4 FP: 5; NPR2 activator: 6; rCAG RNA binder: -1; PG9 Ab binder: 0.2; Rev-erbA mod: 4; HTRA1 inh: 7; GC-A act: -4; ARFGAP1 inh: 14

Results for O=C(CN1C(=O)NC2(CCCCC2)C1=O)N1CCOCC1 ?
ASAP1 GAP inh: 7; SMARCA2 activ: 3; mABHD4 FP: -6; NPR2 activator: -3; rCAG RNA binder: 2; PG9 Ab binder: -1.0; Rev-erbA mod: -10; HTRA1 inh: 10; GC-A act: 1; ARFGAP1 inh: 10

What do the screens show for `Cc1c(NC(=O)C2CCCN2S(=O)(=O)c2cccc3nsnc23)cccc1C(=O)O` (centres undefined)?
ASAP1 GAP inh: 6; SMARCA2 activ: -3; mABHD4 FP: -2; NPR2 activator: -8; rCAG RNA binder: 1; PG9 Ab binder: -1.3; Rev-erbA mod: -2; HTRA1 inh: 2; GC-A act: -2; ARFGAP1 inh: -4

Results for COc1ccc(NC(=O)NC(=O)c2ccccc2)cc1 ?
ASAP1 GAP inh: -3; SMARCA2 activ: 7; mABHD4 FP: -7; NPR2 activator: 0; rCAG RNA binder: -1; PG9 Ab binder: -2.1; Rev-erbA mod: -1; HTRA1 inh: 2; GC-A act: -2; ARFGAP1 inh: 4

What do the screens show for `Fc1ccc(-n2cc(-c3ccccc3)c3c(=S)nc[nH]c32)cc1`?
ASAP1 GAP inh: -2; SMARCA2 activ: 1; mABHD4 FP: 8; NPR2 activator: -1; rCAG RNA binder: 12; PG9 Ab binder: -1.6; Rev-erbA mod: 7; HTRA1 inh: -4; GC-A act: -3; ARFGAP1 inh: 11

Nothing new here: an excerpt of the list.
How did O=C(c1cnn(-c2ccc(Cl)cc2)c1)c1ccccc1O do in these assays?
ASAP1 GAP inh: 3; SMARCA2 activ: 7; mABHD4 FP: -8; NPR2 activator: -2; rCAG RNA binder: 2; PG9 Ab binder: -0.1; Rev-erbA mod: -1; HTRA1 inh: -23; GC-A act: 28; ARFGAP1 inh: 10

How did COc1ccc(C(=O)OCC(=O)c2ccc3[nH]c(=O)[nH]c3c2)c(OC)c1OC do in these assays?
ASAP1 GAP inh: 4; SMARCA2 activ: -1; mABHD4 FP: -3; NPR2 activator: -1; rCAG RNA binder: 3; PG9 Ab binder: 0.0; Rev-erbA mod: 5; HTRA1 inh: 1; GC-A act: 3; ARFGAP1 inh: 10

How did Cc1cccc(C)c1OCc1nnc(NC(=O)CSc2ccc(Cl)cc2)s1 do in these assays?
ASAP1 GAP inh: -2; SMARCA2 activ: 1; mABHD4 FP: -1; NPR2 activator: -3; rCAG RNA binder: 6; PG9 Ab binder: -4.3; Rev-erbA mod: -1; HTRA1 inh: 3; GC-A act: -2; ARFGAP1 inh: -5

Results for O=C1CCCCC1Nc1ccc(Cl)cc1 (centres undefined) ?
ASAP1 GAP inh: -2; SMARCA2 activ: 1; mABHD4 FP: 5; NPR2 activator: 1; rCAG RNA binder: 0; PG9 Ab binder: -1.7; Rev-erbA mod: 4; HTRA1 inh: 1; GC-A act: 3; ARFGAP1 inh: -4

New compounds follow.
How did Cc1cc(O)cc(O)c1C=NCc1ccco1 do in these assays?
ASAP1 GAP inh: 11; SMARCA2 activ: -1; mABHD4 FP: 2; NPR2 activator: 3; rCAG RNA binder: 11; PG9 Ab binder: -3.6; Rev-erbA mod: -1; HTRA1 inh: -6; GC-A act: -1; ARFGAP1 inh: -5

Results for Cc1ccn2c(=O)nc(SCC(=O)NC3CCCC3)nc2c1 ?
ASAP1 GAP inh: 4; SMARCA2 activ: -1; mABHD4 FP: 2; NPR2 activator: -2; rCAG RNA binder: 5; PG9 Ab binder: -1.1; Rev-erbA mod: 4; HTRA1 inh: 6; GC-A act: 2; ARFGAP1 inh: 10

How did Cn1c(=O)[nH]c(=O)c2c1nc(CN1CCN(c3ccc(F)cc3)CC1)n2CCN1CCOCC1 do in these assays?
ASAP1 GAP inh: 2; SMARCA2 activ: -2; mABHD4 FP: 1; NPR2 activator: -2; rCAG RNA binder: -1; PG9 Ab binder: -0.5; Rev-erbA mod: 0; HTRA1 inh: 0; GC-A act: -1; ARFGAP1 inh: 8

How did CC1CC(NC(=O)c2c(O)nc3sccn3c2=O)CC(C)(C)C1 (centres undefined) do in these assays?
ASAP1 GAP inh: 6; SMARCA2 activ: -1; mABHD4 FP: 2; NPR2 activator: -2; rCAG RNA binder: 0; PG9 Ab binder: -1.7; Rev-erbA mod: -1; HTRA1 inh: 12; GC-A act: -17; ARFGAP1 inh: 15

Results for COc1ccccc1NC(=O)CN1C(=O)COc2ccc(S(=O)(=O)N3CCCCCC3)cc21 ?
ASAP1 GAP inh: 2; SMARCA2 activ: -1; mABHD4 FP: -5; NPR2 activator: 0; rCAG RNA binder: -1; PG9 Ab binder: -0.3; Rev-erbA mod: -1; HTRA1 inh: -3; GC-A act: 0; ARFGAP1 inh: 8

What do the screens show for `O=C(N/N=C/c1ccoc1)c1cccc(OC(F)(F)C(F)F)c1`?
ASAP1 GAP inh: -12; SMARCA2 activ: 2; mABHD4 FP: -8; NPR2 activator: 0; rCAG RNA binder: -3; PG9 Ab binder: -0.3; Rev-erbA mod: 2; HTRA1 inh: -1; GC-A act: 11; ARFGAP1 inh: 3

Results for COc1ccc(/C(C)=N/Nc2ccc(C(=O)O)cc2)c(OC)c1 ?
ASAP1 GAP inh: 10; SMARCA2 activ: 4; mABHD4 FP: 9; NPR2 activator: 0; rCAG RNA binder: 2; PG9 Ab binder: -5.3; Rev-erbA mod: -2; HTRA1 inh: 1; GC-A act: -2; ARFGAP1 inh: -4

Results for O=C(N/N=C/c1cccc(OC(=O)c2ccc3c(c2)OCO3)c1)c1cncc(Br)c1 ?
ASAP1 GAP inh: 5; SMARCA2 activ: -1; mABHD4 FP: 1; NPR2 activator: 0; rCAG RNA binder: -2; PG9 Ab binder: -0.7; Rev-erbA mod: -5; HTRA1 inh: 0; GC-A act: 0; ARFGAP1 inh: 16

How did COc1cc(NC(=O)C2CCCN2S(=O)(=O)c2ccc3c(c2)CC(C)N3C(C)=O)cc(OC)c1 (centres undefined) do in these assays?
ASAP1 GAP inh: -7; SMARCA2 activ: -1; mABHD4 FP: 2; NPR2 activator: -12; rCAG RNA binder: -4; PG9 Ab binder: 0.5; Rev-erbA mod: 2; HTRA1 inh: 8; GC-A act: -8; ARFGAP1 inh: 9

How did CCSc1nnc(NC(=O)COc2ccc3ccccc3c2)s1 do in these assays?
ASAP1 GAP inh: -6; SMARCA2 activ: 1; mABHD4 FP: -1; NPR2 activator: -1; rCAG RNA binder: 5; PG9 Ab binder: 14*; Rev-erbA mod: 9; HTRA1 inh: -7; GC-A act: 1; ARFGAP1 inh: 10

How did O=C1NC(=Nc2ccccc2)SC1Cc1ccccc1 (centres undefined) do in these assays?
ASAP1 GAP inh: 2; SMARCA2 activ: 0; mABHD4 FP: -5; NPR2 activator: -3; rCAG RNA binder: -2; PG9 Ab binder: -0.8; Rev-erbA mod: 7; GC-A act: -4; ARFGAP1 inh: 10

What do the screens show for `Cc1ccc(S(=O)(=O)N2CCC(N3CCN(C)CC3)CC2)cc1Cl`?
ASAP1 GAP inh: -2; SMARCA2 activ: 3; mABHD4 FP: -4; NPR2 activator: 2; rCAG RNA binder: 0; PG9 Ab binder: -2.4; Rev-erbA mod: -4; HTRA1 inh: -6; GC-A act: 1; ARFGAP1 inh: 3
